Screening data from PubChem BioAssay.
Avidin fluor – green autofluorescence of compounds with avidin beads – biophysical, 488/530 nm, flow cytometry, artefact control, profiling panel. compound fluorescence 488/530 nm; stronger effect = higher value. fluorescence (KMESF) at 10 µM. 0.38% of 220,000 active. AID 1775, 2009; in the data active = fluorescence above about 47; note: inactives centre near 10
RGS8-Gao – RGS8-Galphao binding modulators, primary screen, biochemical, multiplexed bead flow cytometry; Guanine nucleotide-binding protein G(o) subunit alpha (Homo sapiens), P09471; actives lie on both sides; response (percent of control binding), % at 10 µM; 0.34% of 220,000 active; in the data active = response below about 60% or above about 140%; inactive = in between;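 note: Galphao activated as the GDP aluminium fluoride complex binding bead-coupled RGS8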
GSH bead fluor – compound fluorescence on glutathione beads, profiling panel, artefact control, biophysical, 488/530 nm, flow cytometry | 0.25% of 190,000 active | fluorescence (KMESF) at 10 µM | GSH beads flow cytometry, compound fluorescence 488/530 nm; stronger effect = higher value; in the data active = fluorescence above about 89;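 note: glutathione beads carrying GST-tagged Bcl family fusion proteins plus one bare bead set; values are compound well signal with DMSO vehicle wells as background; inactives centre near 16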
ABCG2 block – ABCG2 efflux pump inhibitors, primary screen, multiplex with ABCB1, IgMXP3 cells, flow cytometry | Broad substrate specificity ATP-binding cassette transporter ABCG2 (Homo sapiens), Q9UNQ0 | JC-1 efflux | inhibition, % at 6.6 µM | 0.1% of 190,000 active | AID 1325, 2008;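 active = inhibition above 80%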;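 note: 0% = DMSO and 100% = nicardipine control wells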
Target sequence (Q9UNQ0 whole entry, looked up): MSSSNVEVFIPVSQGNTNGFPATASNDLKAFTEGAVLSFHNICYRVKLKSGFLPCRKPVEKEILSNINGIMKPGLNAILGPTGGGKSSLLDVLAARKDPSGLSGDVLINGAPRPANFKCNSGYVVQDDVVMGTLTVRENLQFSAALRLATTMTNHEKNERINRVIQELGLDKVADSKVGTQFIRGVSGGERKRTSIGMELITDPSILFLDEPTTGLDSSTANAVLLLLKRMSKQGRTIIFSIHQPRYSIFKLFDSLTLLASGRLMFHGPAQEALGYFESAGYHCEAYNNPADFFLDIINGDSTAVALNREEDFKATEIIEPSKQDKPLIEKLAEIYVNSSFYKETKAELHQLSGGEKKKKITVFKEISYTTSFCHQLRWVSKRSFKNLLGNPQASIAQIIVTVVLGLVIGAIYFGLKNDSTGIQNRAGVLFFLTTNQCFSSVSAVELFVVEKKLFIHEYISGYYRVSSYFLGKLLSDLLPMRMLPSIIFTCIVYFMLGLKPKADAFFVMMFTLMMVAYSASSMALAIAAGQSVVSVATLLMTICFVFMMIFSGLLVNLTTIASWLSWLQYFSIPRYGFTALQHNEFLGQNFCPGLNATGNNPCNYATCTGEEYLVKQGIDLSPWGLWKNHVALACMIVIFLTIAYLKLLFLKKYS
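Read-out basis: Efflux inhibition in percent versus controls | Test system: ABCG2 IgMXP3 and barcoded ABCB1 CCRF-Adr cell mix | Quantity: 3 million cells/mL in well | Schedule: 10 min at 25 °C | Control set: Nicardipine as high control, DMSO as low control | Reagent: JC-1 as fluorescent efflux pump substrate | Signal: Flow cytometry of retained JC-1 fluorescence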
Mcl1-Noxa inh – Mcl-1/Noxa binding inhibitors, primary screen, biochemical, TR-FRET, 1536-well | TR-FRET Mcl-1/Noxa peptide binding, 2 h | Induced myeloid leukemia cell differentiation protein Mcl-1 (Homo sapiens), Q07820 | inhibition, % at 21.7 µM | 1.5% of 220,000 active;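 active = compounds that cut the protein-peptide binding signal by more than 50% relative to plate controls in a single-dose test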;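 note: His-tagged Mcl-1 with rhodamine Noxa BH3 peptide and terbium anti-His antibody; 0% = Mcl-1 plus Noxa peptide wells and 100% = peptide-only wells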
Target sequence (Q07820 whole entry, looked up): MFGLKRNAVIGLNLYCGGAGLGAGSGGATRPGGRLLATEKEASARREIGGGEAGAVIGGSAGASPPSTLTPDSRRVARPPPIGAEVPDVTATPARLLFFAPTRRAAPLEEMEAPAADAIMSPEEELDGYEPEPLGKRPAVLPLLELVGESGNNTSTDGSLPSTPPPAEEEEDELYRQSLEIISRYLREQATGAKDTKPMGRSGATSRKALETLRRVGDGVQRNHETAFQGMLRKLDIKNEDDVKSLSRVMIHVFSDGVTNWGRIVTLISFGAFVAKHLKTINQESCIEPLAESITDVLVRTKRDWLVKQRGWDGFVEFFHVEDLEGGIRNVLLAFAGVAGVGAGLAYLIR
RGS4-Gao reg – modulators of RGS4 binding to Galphao, primary screen, biochemical, multiplexed bead flow cytometry | Guanine nucleotide-binding protein G(o) subunit alpha (Homo sapiens), P09471 | actives lie on both sides | binding response (% of control), % at 10 µM | 0.33% of 220,000 active; in the data active = binding response below about 49% or above about 150%; inactive = in between;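 note: fluorescent Galphao activated with aluminum fluoride binding bead-coupled RGS4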
Bim-Mcl-1 – inhibitors of Bim peptide binding to Mcl-1, primary screen, biochemical, bead-based flow cytometry, multiplex. Induced myeloid leukemia cell differentiation protein Mcl-1 (Homo sapiens), Q07820. Bim peptide-Mcl-1 binding. inhibition, % at 10 µM. 0.1% of 190,000 active. AID 1009, 2008; in the data active = inhibition above about 40%;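 note: 0% = no compound tracer wells and 100% = peptide blocker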
Pf gamet viab – late stage P. falciparum gametocyte viability inhibitors, primary screen, ATP luminescence, HTS; P. falciparum stage V gametocytes, 24 h; inhibition, % at 10.9 µM; 0.065% of 150,000 active;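 active = inhibition above the mean plus 3 SD of compounds within the control limits, set per campaign, cut at about 38% in these data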;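 note: 0% = DMSO wells and 100% = medium only without gametocytes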
RGS7-Gao – RGS7-Galphao binding modulators, primary screen, biochemical, multiplexed bead flow cytometry | Guanine nucleotide-binding protein G(o) subunit alpha (Homo sapiens), P09471 | actives lie on both sides | binding response (% of control), % at 10 µM | 0.35% of 220,000 active | AID 1439, 2008; in the data active = binding response below about 49% or above about 150%; inconclusive = no clear call, values can overlap the other calls; inactive = in between;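 note: fluorescent Galphao held in activated GDP-AlF4 state binding bead-coupled RGS7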
ABCB1 inh – ABCB1 efflux pump inhibitors, primary screen, cell-based, multiplex, flow cytometry, ABCG2 counter-screen; 0.067% of 190,000 active; CCRF-Adr cells, JC-1 efflux; inhibition, % at 6.6 µM; in the data active = inhibition above about 40%;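 note: 0% = vehicle and 100% = reference inhibitor; higher value means more JC-1 retained so stronger ABCB1 efflux block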
Mcl1 Bid PPI – Mcl-1/Bid binding inhibitors, primary screen, biochemical, TR-FRET, 1536-well; TR-FRET Mcl-1/Bid-Dy647 peptide binding; inhibition, % at 21.7 µM; 0.97% of 220,000 active;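 active = compounds that cut the binding signal by more than half at the single screening dose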;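 note: His-tagged Mcl-1 with europium anti-His antibody binding Bid BH3 peptide; 0% = Mcl-1 plus peptide wells and 100% = peptide-only wells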
* marks the source's active call; other numbers are inactive results; u = inconclusive; x = no result given. An unsorted share of the library; overall some 3.3% were active at least once.

Results follow in this order: Avidin fluor, RGS8-Gao, GSH bead fluor, ABCG2 block, Mcl1-Noxa inh, RGS4-Gao reg, Bim-Mcl-1, Pf gamet viab, RGS7-Gao, ABCB1 inh, Mcl1 Bid PPI
Cc1ccc(N2C(=O)CC(Sc3cccs3)C2=O)cc1 (centres undefined)
  12, 100, x, x, 4, 105, x, -17, u, x, -61
COC(=O)c1[nH]c2ccccc2c1NC(=O)CN1CCCc2ccccc21
  12, 103, 47, -2, 1, 102, -1, x, 103, -0.4, -43
CCOC(=O)c1c(C)[nH]c(C(=O)COC(=O)c2oc3ccc(OC)cc3c2C)c1C
  x, 114, 43, 19, 1, 127, -4, x, 137, 2.1, -15
C=C(C)C(=O)O[C@H]1C/C(C)=C\C(=O)/C=C(\C)[C@H](O)[C@@H]2OC(=O)C(=C)[C@@H]21
  13, 96, x, x, 13, 100, x, x, u, x, -39
Cc1ccc(SCC(=O)NC(=O)NC(C)C)c(C)c1
  10, 99, 12, 6, 1, 94, -5, -10, u, -0.2, -16
Brc1ccc(C=Nc2ccc(Nc3ccccc3)cc2)s1
  7, 94, 21, -18, -1, 81, 0, x, 87, -6.5, -53
COc1ccc(CCNC(=O)COC(=O)Cc2cc(OC)c(OC)c(OC)c2)cc1
  11, 103, 18, 2, -3, 99, 1, -16, u, 0.0, -47
COc1ccc(C(=O)N2CCC(N3CCN(c4ccccc4)CC3)CC2)cc1
  8, 107, 8, -1, -5, 109, -3, 5, 106, -0.5, 37
COC(=O)CN1C(c2ccccc2O)Nc2ccc(Br)cc2C1c1ccccc1 (centres undefined)
  12, 104, 13, 2, 25, 102, 0, 13, 97, 0.2, -8
CC1C2(C)OCC(C#N)(C(=N)O2)C1(C#N)C#N (centres undefined)
  3, 107, x, x, 7, 104, x, x, u, x, -29
O=[N+]([O-])c1ccc(C=Nc2cccc3ccccc23)s1
  6, 102, 19, -1, 16, 96, 5, x, 98, -0.5, -53
OC(CN1c2ccccc2Sc2ccccc21)Cn1nnc2ccccc21 (centres undefined)
  39, 104, 16, 0, 14, 103, -4, 17, 105, 0.4, 50
O=C(NC1CCCCC1)C(c1ccncc1)N(Cc1ccc2c(c1)OCO2)C(=O)C(F)(F)F (centres undefined)
  8, 100, 17, 0, 25, 98, 0, x, 98, -0.1, -21
NC(=O)CN1CCN(c2ccccc2F)CC1
  29, 103, 23, 1, 12, 104, -2, -5, 107, 0.1, -28
COc1ccc2c(c1)C=C(C(=O)NCc1ccc(Cl)cc1)CO2
  8, 101, 42, 0, 15, 105, -1, 5, 101, -0.1, -4
Cc1ccc([N+](=O)[O-])cc1-c1ccc(/C=N/NC(=O)c2cc3c(ccc4ccccc43)o2)o1
  9, 101, 38, 0, 6, 99, 0, x, 100, -0.6, -13
COc1cccc(/C=N/NC(=O)Cn2nc(C)c([N+](=O)[O-])c2C)c1O
  11, 100, 11, 6, -44, 99, -4, 4, 94, 0.9, -71
CS(=O)(=O)c1ccc(Cl)c(NC(=O)CCl)c1
  6, 100, 14, 2, 6, 99, -1, 14, 97, 2.1, -66
Cn1c(=O)c2c(nc(SCC(=O)OCc3ccccc3)n2C)n(C)c1=O
  17, 96, 21, 0, 8, 94, -1, x, 94, -2.0, -4
CN1C(=O)CC(C(=O)Nc2ccc(F)cc2)SC1=Nc1ccc2c(c1)OCO2 (centres undefined)
  38, 105, 18, 5, 28, 101, -3, x, 129, 0.2, -24
CCCCn1c(=O)n(CC(=O)Nc2c(CC)cccc2CC)c(=O)c2c1nc(CO)n2CCC
  8, 95, 16, 2, 0, 95, 0, -15, 91, 0.4, 5
Cc1cc(NC(=O)CSc2nc3ccccc3c(=O)n2C2CCCC2)no1
  16, 104, 13, 8, 10, 112, 0, -26, 105, 1.6, 1
Cc1ccc(C(=O)NCC(=O)N/N=C/c2cccs2)cc1C
  26, 116, 9, 1, 8, 115, -27, 1, 120, -0.1, -13
CN(C)C=NC(=O)/C(C#N)=C/c1ccccc1
  26, 108, 10, 0, 5, 108, -2, -11, 103, 0.3, -16
COc1cccc(C(C(=O)NC(C)(C)C)N(C(=O)CCC(=O)Nc2cc(C)on2)C(C)(C)C)c1OC (centres undefined)
  7, 108, 16, 2, 3, 105, -1, x, 103, 0.8, -6
COC(=O)CCSc1cc([N+](=O)[O-])cc2c1c(C1OCCO1)nn2-c1ccccc1
  2, 100, 5, 11, 12, 99, 0, x, 99, 5.8, -12
NC(=O)CSC1=N/C(=C\c2ccco2)C(=O)N1c1ccc(OC(F)F)cc1
  12, 96, 13, -1, 33, 97, -2, -7, 93, -0.5, -29
CC1(C)Cc2c(c(N3CCCC3)nc3sc4c(N5CCN(CCO)CC5)ncnc4c23)CO1
  25, 101, 16, 15, 21, 101, -1, 18, 101, 3.2, -19
COc1ccc(-n2nc(C(=O)NCC(=O)Nc3ccccn3)c3ccccc3c2=O)cc1
  14, 98, 22, 9, -178, 88, -2, 12, 90, 1.3, -20
COc1ccccc1OCC(=O)NC1CCCCCC1
  23, 94, 24, 2, 12, 82, -3, -12, 102, -0.2, -15
CN1CCN(S(=O)(=O)CC2(C)C3CCC2(C)C(=O)C3Br)CC1 (centres undefined)
  4, 101, x, x, 8, 99, x, -19, u, x, -25
COc1ccc(/C=C(\C#N)C(=O)NCCc2ccccc2)cc1OCc1ccccc1
  8, 100, 5, 42, 22, 103, -1, 8, 98, 6.5, -14
CCN(CC)S(=O)(=O)c1cccc(NC(=O)COC(=O)c2cc(C)oc2C)c1
  12, 100, 8, 0, 10, 102, 1, x, 99, 0.1, -30
CCC(Sc1nc2ccccc2c(=O)n1CC1CCCO1)C(=O)NCc1cccnc1 (centres undefined)
  16, 98, 31, 1, 17, 98, -1, -21, 100, 4.6, 7
COCCN(C(=O)CSc1nnc(Nc2ccccc2F)s1)c1c(N)n(Cc2ccccc2)c(=O)[nH]c1=O
  4, 91, 67, 0, 19, 94, -1, x, 95, 0.2, -49
Cc1ccc(C(=O)NCCSC(C)(C)C)cc1
  24, 101, 10, 5, 2, 101, 1, x, 99, 0.8, -45
COC(=O)c1cc(NC(=O)Cc2cc(OC)c(OC)c(OC)c2)cc(C(=O)OC)c1
  26, 101, 18, 4, -15, 101, 0, x, 99, 0.7, -14
COc1cc2c(cc1OC)C(c1cccs1)NCC2 (centres undefined)
  7, 101, 16, 2, 26, 101, -1, 10, 100, 0.5, 0
Cc1cc(-c2n[nH]c(=S)n2/N=C/c2ccco2)n[nH]1
  3, 100, x, x, 6, 100, x, 9, u, x, -69
Cc1ccc(C(=O)NNc2c3ccccc3nc3ccccc23)cc1
  6, 103, x, x, 81*, 105, x, -24, u, x, 12
O=C(Cn1ncc(N2CCOCC2)c(Cl)c1=O)c1ccc(Cl)cc1
  12, 101, 15, 7, 8, 100, -1, -17, u, 0.3, -27
CN(C)c1nc2ccccc2c(N)c1-c1ccccc1
  11, 98, 11, 0, 28, 102, 2, x, 99, -0.5, 39
CCc1nnc(NC(=O)C(=O)NCCOC(=O)c2ccccc2)s1
  9, 97, 12, 1, -9, 98, 6, 6, 97, 0.1, -5
CCN(CC)C1CCS(=O)(=O)C1 (centres undefined)
  11, 103, 13, 1, 23, 102, 0, 3, 103, 0.2, 1
CC(=O)Cc1nsc(NC(=O)c2csc3c2CCCC3)n1
  16, 106, 37, 25, 0, 107, -4, x, 104, -0.5, -10
Cc1ccc(NC(=O)COc2ccccc2C(=O)Nc2ccccc2)cc1Cl
  23, 98, 16, 12, 17, 91, -3, x, 92, 1.9, -14
COc1ccc(N2CC(C(=O)Nc3ccccc3C(=O)NCc3ccco3)CC2=O)cc1 (centres undefined)
  11, 100, 31, 36, 6, 98, -3, x, 101, 1.9, -6
Cc1ccc(S(=O)(=O)Cn2nnnc2C(CC(C)C)N2CCN(c3ccccc3)CC2)cc1 (centres undefined)
  7, 102, 27, 0, -1, 101, 1, x, 103, -0.1, -6
Cc1ccc(Sc2nc(C)c([N+](=O)[O-])c(C)c2C#N)cc1
  6, 97, x, x, -2, 99, x, 15, u, x, -16
CCNC(=S)NNC(=O)c1ccc(OC(F)F)cc1
  9, 100, 33, 11, 6, 101, -4, x, 102, 1.1, -13
CCCN1C(=O)c2cc(C(=O)NCCc3cccc(C)c3)ccc2C1O (centres undefined)
  9, 103, 20, 0, -1, 103, 0, x, 106, -2.0, -8
CNc1nc(SC(C)C(=O)Nc2ccc(Cl)c(Cl)c2)nc(N2CCOCC2)n1 (centres undefined)
  25, 107, 8, 2, 5, 104, 1, x, 103, 0.5, 0
Cc1ccc(CS(=O)(=O)Cc2ccc(C(=O)NCCCN3CCOCC3)o2)cc1
  11, 100, 32, 4, -5, 101, 0, -16, 97, 0.8, -7
COc1cc(C(=O)Nc2nc3ccc(S(C)(=O)=O)cc3s2)cc(OC)c1C
  3, 103, x, x, -8, 99, x, -23, u, x, -13
